# GSTO1 counter: blocks human GSTO1 in RBBP9 counter-screen | AID 1974 | inhibition, % at 5.96 µM | recombinant GSTO1, activity-based probe fluorescence polarization | 1.1% of 300,000 active | P78417;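 active = inhibition above the campaign mean inhibition plus 3 SD, cut at about 35% in these data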;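 also: 0% = GSTO1-1 with DMSO and 100% = wells lacking GSTO1-1 enzyme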
# Target sequence (P78417 whole entry, looked up): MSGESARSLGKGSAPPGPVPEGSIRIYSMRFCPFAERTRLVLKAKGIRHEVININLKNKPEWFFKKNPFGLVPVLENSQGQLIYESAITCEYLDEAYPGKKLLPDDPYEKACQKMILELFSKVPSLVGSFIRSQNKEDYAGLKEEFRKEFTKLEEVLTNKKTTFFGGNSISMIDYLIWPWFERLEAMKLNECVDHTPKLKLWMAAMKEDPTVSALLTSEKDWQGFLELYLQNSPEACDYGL
# Bcl-xL primary: blocks human Bcl-xL binding to Bim BH3 peptide; GST-Bcl-xL / FITC-Bim BH3 peptide fluorescence polarization; inhibition, % at 10.9 µM; Q07817; 0.7% of 320,000 active;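 active = inhibition above the mean of all tested compounds plus 3 SD, cutoff set per campaign, cut at about 30% in these data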;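 also: 0% = DMSO wells and 100% = unlabeled Bim-BH3 peptide competitor; inhibitors lower millipolarization by displacing the labeled peptide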
# Target sequence (Q07817 whole entry, looked up): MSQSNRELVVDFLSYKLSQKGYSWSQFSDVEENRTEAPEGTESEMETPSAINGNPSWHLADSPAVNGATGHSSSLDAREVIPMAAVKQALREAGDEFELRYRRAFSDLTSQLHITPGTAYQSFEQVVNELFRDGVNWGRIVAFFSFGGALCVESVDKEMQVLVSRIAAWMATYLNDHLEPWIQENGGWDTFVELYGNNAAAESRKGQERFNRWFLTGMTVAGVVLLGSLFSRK
# TPT1 inh: blocks Candida albicans tRNA 2'-phosphotransferase; AID 1962; 0.81% of 300,000 active; recombinant caTPT1, FP RNA substrate dephosphorylation; inhibition, % at 5 µM;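 active = inhibition above the mean of all tested compounds plus 3 SD, set per screening campaign, cut at about 24% in these data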;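 also: plate controls were DMSO alone for no effect and ferristatin control at 100 nM for full effect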
# PAD4 FP inh: blocks human protein arginine deiminase 4 | Q9UM07 | recombinant PAD4, RCA probe fluorescence polarization | inhibition, % at 6.36 µM | 0.41% of 330,000 active;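 active = percent inhibition above a cutoff equal to the mean of all tested compounds plus 3 SD, cut at about 15% in these data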;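 also: 0% = PAD4 with RCA probe and DMSO and 100% = probe without PAD4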
# MCL1 BIM primary: MCL1-BIM-BH3 interaction inhibition (human) | 0.68% of 320,000 active | GST-MCL1 / FITC-Bim-BH3 fluorescence polarization | AID 2057 | Q07820 | inhibition, % at 10.9 µM;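 active = inhibition above the mean inhibition of all tested compounds plus 3 SD, set per campaign, cut at about 40% in these data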;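 also: 0% = DMSO wells and 100% = unlabeled Bim-BH3 peptide control; higher means more loss of mP so more displacement of Bim peptide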
# PME-1 primary: blocks human protein phosphatase methylesterase 1; 0.53% of 320,000 active; AID 2130; inhibition, % at 5.9 µM; recombinant PME-1, FP-Rh probe fluorescence polarization;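 active = inhibition above the campaign mean of all compounds plus 3 SD, cut at about 26% in these data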;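 also: competitive labeling of PME-1 active site by serine hydrolase directed probe; 0% = PME-1 with DMSO and 100% = wells lacking PME-1 enzyme; inhibitors block probe labeling so polarization falls and inhibition rises; many of its hits are not listed in these tables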
# Fam108B inh: Fam108B inhibition, counter-screen for RBBP9 inhibitors. recombinant Fam108B, FP-Rh probe fluorescence polarization. inhibition, % at 9.51 µM. 0.33% of 300,000 active;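 active = inhibition above the screen mean inhibition plus 3 SD, computed separately per campaign, cut at about 18% in these data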;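 also: inhibitors lower polarization as less probe binds the enzyme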
# MEX-5 binding: C. elegans MEX-5 TCR-2 RNA binding activity | Q9XUB2 | activity score (negative = inhibition of binding), % at 10 µM | MEX-5/FITC-TCR2 RNA binding, fluorescence polarization; active compounds read low | 0.38% of 300,000 active;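 active = inhibition past about -25% in most replicates, and total fluorescence under double the plate's negative control median, limit read from the data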;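 also: 0% = DMSO and -100% = 5 µM competing unlabeled TCR2 RNA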
# Target sequence (Q9XUB2 whole entry, looked up): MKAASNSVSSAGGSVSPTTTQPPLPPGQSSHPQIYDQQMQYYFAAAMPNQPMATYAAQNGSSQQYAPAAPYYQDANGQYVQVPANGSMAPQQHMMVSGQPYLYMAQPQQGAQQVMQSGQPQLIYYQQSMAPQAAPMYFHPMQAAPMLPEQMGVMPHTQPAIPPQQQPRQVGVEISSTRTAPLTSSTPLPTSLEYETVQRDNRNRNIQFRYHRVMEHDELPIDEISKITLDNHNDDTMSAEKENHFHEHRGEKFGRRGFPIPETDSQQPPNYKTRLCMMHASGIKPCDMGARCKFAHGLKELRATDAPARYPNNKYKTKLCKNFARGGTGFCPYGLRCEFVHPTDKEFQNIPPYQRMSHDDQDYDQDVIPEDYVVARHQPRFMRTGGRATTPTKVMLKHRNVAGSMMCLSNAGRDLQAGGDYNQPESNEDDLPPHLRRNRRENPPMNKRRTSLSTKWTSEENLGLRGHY
# GLD-1 TGE inh: GLD-1-TGE RNA interaction inhibition (C. elegans); 0.44% of 320,000 active; purified GLD-1 + fluorescein TGE RNA, fluorescence polarization; inhibition, % at 5.96 µM;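 active = percent inhibition above a per-plate cutoff, the plate mean of test compounds plus 3 SD, cut at about 30% in these data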;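 also: 0% = DMSO wells with GLD-1 and probe and 100% = wells lacking GLD-1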
# Active calls of the source: *; . = not tested or not shown.
SMILES,GSTO1 counter,Bcl-xL primary,TPT1 inh,PAD4 FP inh,MCL1 BIM primary,PME-1 primary,Fam108B inh,MEX-5 binding,GLD-1 TGE inh
COc1cc(OC)cc(C2=NCCN2)c1,-3,4,-1,-5,2,-7,0,0.3,8
Clc1ccc(C2NCCc3sccc32)cc1 (configuration not stated),1,2,1,-16,10,1,1,3.7,11
COc1ccc(NC(=O)C#Cc2ccccc2)cc1OC,24,4,0,0,-3,7,1,0.1,5
CCN(CC)S(=O)(=O)c1ccc(OC)c(NC(=O)COc2ccc3c(C)cc(=O)oc3c2)c1,-13,-2,3,-5,-7,-14,-15,-0.5,1
CCCOc1ccc(/C(O)=C2/C(=O)C(=O)N(CCCn3ccnc3)C2c2ccc(C)o2)cc1 (configuration not stated),-1,2,0,-5,2,6,0,.,-4
COc1cnc(-c2ccccn2)nc1Oc1ccccc1,-1,3,-3,1,1,3,0,5.0,1
O=C(Nc1ccc(Cl)cc1)c1ccc(-c2ccccn2)s1,-8,5,0,-1,4,-2,-1,0.2,-2
Cc1ccc(/C(O)=C2\C(=O)C(=O)N(CC(C)O)C2c2ccccn2)cc1 (configuration not stated),8,-1,-2,-4,2,-2,0,-0.7,9
C=CCOc1ccc(-c2nc3c(c(=O)[nH]c(=O)n3CCC)n2CCCC)cc1,8,3,-1,3,2,7,5,-0.7,-2
Cn1cc(C(=O)N/N=C/c2cccc([N+](=O)[O-])c2)c2ccccc21,14,5,-6,2,11,-22,-7,-0.8,9
Cc1ccc(CNC(=O)N2CCN(c3ccc(C)cc3)CC2)cc1,14,6,-3,0,2,-1,0,-2.2,7
CCOC(=O)c1c(NC(=O)CSc2nnc(C)s2)sc2c1CCC(CC)C2 (configuration not stated),-2,6,-2,-1,10,-6,0,2.1,3
O=C(Sc1ccccc1)c1cccc(Cn2cc(C(F)(F)F)ccc2=O)c1,6,-5,1,2,1,4,3,0.9,1
COc1ccc(Cl)cc1S(=O)(=O)N1CCC(C(=O)NC2CC2)CC1,5,1,-1,-5,0,5,2,2.6,4
COc1cccc(CC(NC(C)=O)C(=O)NC2CCN(C(=O)C3CC3)CC2)c1OC (configuration not stated),2,-6,1,0,-9,-8,-5,-0.5,-3
O=C(COc1ccc(Cl)cc1)Nc1cccc(S(=O)(=O)NCc2ccco2)c1,.,3,.,1,6,-6,.,.,4
O=S(=O)(c1ccc(NC(=S)Nc2ccc(OC(F)F)cc2)cc1)N1CCOCC1,6,4,-4,-1,15,-8,4,3.6,1
O=C(CSc1nc2ccccc2o1)c1cc2ccccc2oc1=O,7,3,-3,-9,0,-3,5,.,9
CCOc1cc(C(=O)NC(=S)Nc2cccnc2)cc(OCC)c1OCC,2,12,0,3,17,-5,-1,1.4,9
Cc1ccc(OCc2nnc(SCC(=O)N3CCOCC3)n2C)cc1,4,-1,-2,-6,-3,4,2,0.7,-1
COc1ccc(C(=O)COC(=O)CNC(=O)c2ccccc2)cc1F,.,-3,.,-11,-8,-2,.,.,6
O=C(Nc1ccnn1C1CCN(Cc2cccc(OCCO)c2)CC1)C1CC1,-3,4,-1,-5,-2,4,0,0.6,2
Cc1ccc2c(c1)=C(c1ccccc1)N(O)CC(=O)N=2,-2,-5,1,-1,2,-4,-2,1.0,7
Cc1oc(-c2ccccc2)cc1C(=O)Nc1cccc(/C=C\C(=O)O)c1,-9,7,-2,-3,9,-4,-6,-0.9,4
COC(=O)c1ccc(Nc2c([N+](=O)[O-])c(=O)oc3ccccc23)cc1,-40,8,-2,-6,7,7,7,-2.3,-8
COc1ccc(-n2c(C)c(C(C)=O)c(C(C)=O)c2C)cc1,4,5,-1,-1,2,2,2,0.7,-4
O=C(O)c1cc2nc3c(c(C(F)(F)F)n2n1)CCc1ccccc1-3,-2,15,2,-1,15,4,-1,-9.7,-9
Cc1cc(-c2ccccc2)nc(-c2ccccc2)c1C,6,0,-1,1,5,-3,0,-0.3,1
COc1ccc(OC)c(N(CC(=O)Nc2cccnc2)S(C)(=O)=O)c1,-3,-4,-2,-5,-9,-3,1,1.8,2
CCCCC(=O)c1c(C)cc(C)[nH]c1=O,3,3,-4,3,-2,-3,1,-3.4,-2
COC(=O)CNC(=O)c1sc2ncn(CC(=O)Nc3ccc(C)c(Cl)c3)c(=O)c2c1C,-2,3,0,0,4,-5,-1,0.8,8
O=C(N/N=C/c1ccsc1)c1cc(-c2ccncc2)nc2ccccc12,1,6,0,-3,10,1,-1,0.9,3
N#CC(C#N)=C(Nc1ccccc1)c1ccccc1,0,3,2,1,-3,1,2,0.5,7
O=C(c1ccco1)N1CCN(Cc2ccccc2Br)CC1,-3,-1,1,0,2,-4,4,-2.5,-2
CCc1ccc(NC(=O)C(C)OC(=O)CCC(=O)c2cccs2)cc1 (configuration not stated),13,7,-3,1,4,2,5,-2.5,5
CC(C)Cn1c(SCC(=O)Nc2cc(Cl)c(Cl)cc2Cl)nc(O)cc1=O,-28,-5,10,0,-5,-15,-8,1.8,-3
CCOC(=O)c1sc(Nc2ccc(F)cc2)nc1C,3,1,2,-1,6,5,-1,1.0,1
COc1ccc(C(=O)Nc2nc(C)cs2)cc1S(=O)(=O)N1CCCC1,4,-4,2,1,-13,-5,-3,-1.4,-5
CCCNC(=O)CSc1nccn1Cc1ccc(OC)cc1,5,-15,7,-1,-17,2,-1,-2.8,1
Cc1ccc(C(=O)N/C(=C\c2cccs2)C(=O)NCCCN2CCOCC2)cc1,-9,-5,-2,-2,-4,2,1,0.1,1
S=C(NC1CCCCC1)NC1CC2C=CC1C2 (configuration not stated),10,2,0,-1,7,-5,-5,0.5,2
Cc1cc2c(cc1S(=O)(=O)NCc1ccccc1)OCC(=O)N2,5,4,-4,-2,9,1,2,4.4,3
COc1ccc(CNc2nc3c(c(=O)[nH]c(=O)n3C)n2Cc2ccccc2C)cc1,4,0,0,1,-6,-3,1,1.5,-4
CCc1nc(SCC(=O)NC2CCCC2)c2c(=O)n(C)c(=O)n(C)c2n1,0,3,-2,-3,-1,0,3,0.5,5
Cc1ccc2c(cnn2C(=O)CCCC(=O)NCc2ccc(Cl)cc2)c1,5,0,-1,-9,-7,6,-4,-1.0,-1

# Entries of single compounds, quoted from the list. Order of values: GSTO1 counter, Bcl-xL primary, TPT1 inh, PAD4 FP inh, MCL1 BIM primary, PME-1 primary, Fam108B inh, MEX-5 binding, GLD-1 TGE inh
# Profile of O=C(CSc1nc2ccccc2o1)c1cc2ccccc2oc1=O → 7, 3, -3, -9, 0, -3, 5, ., 9
# Profile of COc1ccc(CNc2nc3c(c(=O)[nH]c(=O)n3C)n2Cc2ccccc2C)cc1 → 4, 0, 0, 1, -6, -3, 1, 1.5, -4

# More records:
SMILES,GSTO1 counter,Bcl-xL primary,TPT1 inh,PAD4 FP inh,MCL1 BIM primary,PME-1 primary,Fam108B inh,MEX-5 binding,GLD-1 TGE inh
Cc1nnc(SCc2cccc([N+](=O)[O-])c2)[nH]c1=O,6,3,-4,-1,3,3,-3,2.4,2
CC(Oc1ccc(Cl)cc1Cl)C(=O)NC(=S)N1CCc2ccccc21 (configuration not stated),11,3,-5,-8,-2,-4,3,2.4,3
Cc1c(C(c2cccs2)c2c(C)n(C)n(-c3ccccc3)c2=O)c(=O)n(-c2ccccc2)n1C,3,-1,-4,14,0,-2,1,-0.6,3
COc1ccc2cc1Oc1ccc(cc1)C[C@H]1c3cc(c(OC)cc3CCN1C)Oc1c(O)c(OC)cc3c1[C@H](C2)N(C)CC3,6,7,-1,-2,5,0,0,-1.1,-3
CC1(OC(=O)C2CCCC2)C(=O)C=C2C=C(c3ccsc3)N(Cc3ccccc3)C=C2C1=O (configuration not stated),12,12,1,-9,20,1,0,-1.2,1
CNC(=O)c1c(NC(=O)c2cccc(N3C(=O)CCC3=O)c2)sc2c1CCCC2,9,4,-4,-2,1,5,-4,-1.1,-1
O=[N+]([O-])c1cccc2c(S(=O)(=O)N3CCOCC3)cccc12,5,12,5,-10,14,1,0,-0.5,9
COc1ccc(CCNC(=O)CN(c2ccc(C)cc2)S(=O)(=O)c2c(C)noc2C)cc1OC,2,1,-1,5,-4,-3,5,-2.3,6
CC(C)C(NS(=O)(=O)c1cccc2nsnc12)C(=O)NC1CCCCC1C (configuration not stated),1,2,-1,3,4,3,4,-0.9,0
CCNC(=O)C1CC(=O)N(c2ccc(Br)cc2)C1 (configuration not stated),-2,0,2,-4,-6,1,1,-1.1,5
CCN(CC)S(=O)(=O)c1ccc(O)c(NS(=O)(=O)c2ccccc2F)c1,6,-2,-3,0,-5,0,3,.,2
CN(C)C(CNC(=O)c1ccc(S(=O)(=O)Nc2cccc(C(F)(F)F)c2)cc1)c1ccco1 (configuration not stated),11,14,2,1,11,5,-1,2.3,3
CCCOc1ccc(S(=O)(=O)NCCCN2CCOCC2)c2ccccc12,0,6,2,-4,3,4,-5,1.6,6
Clc1ccc(SCc2cn3ccccc3n2)cc1,-12,2,0,-6,2,-1,2,1.6,1
COc1ccc(C(=O)Nc2ccc3c(c2)nc(CN2CCN(C(C)=O)CC2)n3C)cc1,3,5,2,0,-4,4,-2,0.2,1
Cc1ccc(S(=O)(=O)CCC(=O)Nc2nc(-c3ccncc3)cs2)cc1,-5,12,-2,3,4,3,2,-6.1,9
O=C(COC(=O)c1cccs1)Nc1cc(S(=O)(=O)N2CCOCC2)ccc1Cl,4,4,-3,1,2,4,-2,2.6,-4
CN(c1ccccc1C(=O)Nc1ccccc1C(=O)NCc1ccco1)S(C)(=O)=O,-1,1,-2,-2,-5,-2,0,-0.4,2
CC1CC(C)CN(C(=O)C2CCCN(S(=O)(=O)c3cccc4nonc34)C2)C1 (configuration not stated),-4,8,-4,-9,6,4,-5,2.8,-4
Cc1cc(/C=N/n2cnnc2)c(C)n1-c1ccc(Cl)cc1,5,-6,-1,-2,-16,0,1,-2.7,0
CC(=O)c1ccc2noc(-c3ccc(C)cc3)c2c1,3,3,0,-8,-4,-7,-1,-3.1,7
O=C(COC(=O)/C=C/c1cccc(F)c1)Nc1ccc(Cl)cn1,-2,1,-4,-2,-3,1,-5,2.0,4
CCC(C)NC(=O)C1CCN(S(=O)(=O)c2ccc(OC)cc2)CC1 (configuration not stated),4,-5,0,1,-12,8,1,-1.8,-3
CC1c2cc3c(cc2CCN1CC(=O)Nc1ccccc1)OCCCO3 (configuration not stated),-6,3,-5,-2,3,-2,2,0.8,4
Cc1onc(-c2c(F)cccc2Cl)c1C(=O)NC1CCCCCC1,6,4,-1,2,-2,4,0,-1.3,1
CCCc1nnc(NC(=O)CCC(=O)N2CCN(c3nc(C)cc(C)n3)CC2)s1,3,-1,-2,-2,7,9,0,1.9,3
O=C(CSc1ncc(C(F)(F)F)cc1Cl)N1CCN(S(=O)(=O)c2ccccc2)CC1,-4,4,-2,3,10,11,2,1.9,0
Cc1csc(NC(=O)c2ccc(C)c(S(=O)(=O)N3CCOCC3)c2)n1,-6,5,1,-1,3,0,-2,0.2,2
O=C(OCc1ccc(COC(=O)c2cccnc2Cl)cc1)c1cccnc1Cl,2,-1,-1,0,5,1,1,0.6,1
CCCCN(CCCC)Cc1ccc(C(=O)NNC(=O)Nc2ccccc2)o1,-2,-3,2,-1,-8,-2,-1,2.9,-1
COc1ccc(N(C(C)C(=O)N/N=C/c2ccc(OCC(C)C)cc2)S(C)(=O)=O)cc1 (configuration not stated),1,0,-3,6,-2,3,1,2.3,6
Cc1noc(C)c1S(=O)(=O)N(CC(=O)Nc1ccc2c(c1)OCO2)c1ccc(C(C)C)cc1,0,0,-5,0,-5,-4,1,.,9

# Screening results (PubChem)

# These rows are one share of the data (hit frequency here may not be typical).
